# Screening results: PubChem BioAssay, National Center for Advancing Translational Sciences (NCATS)
# Sm TGR inh: S. mansoni TGR enzyme inhibition; 3% of 360,000 active; Potency, µM (series often up to 114 µM), for the others: top-dose activity change, negative = inhibition, actives largely listed as inhibitors; Q962Y6; purified TGR, DTNB reduction, TNB absorbance 405 nm; further: potency means the concentration at half of the fitted maximal effect; nearly all actives have a fitted effect of over 60% in size
#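 TGR 20 nM + NADPH 100 uM (dispensed conc.), cpd preinc 15 min RT; start with NADPH (500 uM addition) then DTNB (15 mM addition). Kinetic TNB absorbance, 405 nm filter. Four-parameter Hill fit across titration.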
# FBPA Giardia inh: inhibitors of Giardia lamblia fructose-1,6-bisphosphate aldolase | Potency, µM (doses to about 59.6 µM), for inactives: at the highest dose activity, negative = inhibition, actives largely listed as inhibitors | 0.71% of 290,000 active | purified Giardia FBPA | AID 2451; further: potency means the concentration at half of the fitted maximal effect; nearly all actives have a fitted effect of over 55% in size
# Target sequence (A8B2U2 whole entry, looked up): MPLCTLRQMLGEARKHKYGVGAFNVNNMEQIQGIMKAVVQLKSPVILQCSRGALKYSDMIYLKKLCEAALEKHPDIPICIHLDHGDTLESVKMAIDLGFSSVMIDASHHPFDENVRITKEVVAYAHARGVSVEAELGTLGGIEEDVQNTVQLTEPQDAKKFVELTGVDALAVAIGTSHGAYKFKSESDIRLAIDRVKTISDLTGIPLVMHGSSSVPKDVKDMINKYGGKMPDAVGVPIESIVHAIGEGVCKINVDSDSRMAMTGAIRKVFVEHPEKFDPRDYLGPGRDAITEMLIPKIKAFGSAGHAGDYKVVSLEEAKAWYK
#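 40 nM FBPA preincubated 10 min at RT with compound (up to 57.5 uM final), then substrate plus GAPDH/TPI/NAD/arsenate coupling and diaphorase/resazurin added. Fluorescence read after 20 min at RT, 525/598 nm.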
# AMA1-RON2 inh: AMA1-RON2 (P. falciparum) interaction inhibition; AlphaScreen AMA1-biotinylated RON2 peptide binding; Potency, µM (doses to about 58.2 µM), for inactives: top-dose activity change, negative = inhibition, usual class: inhibitors; 0.2% of 360,000 active; AID 720542;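 further: potency means the concentration at half of the fitted maximal effect; 0% = vehicle wells and -100% = peptide control; nearly all actives have a fitted effect of over 45% in size; some results filed as inactive show a strong effect at the top dose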
#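 AMA1 (3D7) with his tag at 25 nM final met compounds first, then biotinylated RON2 peptide at 25 nM; detection used donor plus acceptor beads, 10 µg/mL apiece, read by AlphaScreen after 30 min at room temperature.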
# AmpC inh detg: inhibitors of E. coli AmpC beta-lactamase with detergent; P00811; AmpC hydrolysis of nitrocefin, absorbance 480 nm, 0.01% Triton; Potency, µM (series often up to 114 µM), for inactives: at the highest dose activity change, negative = inhibition, most hits filed as inhibitors; 0.041% of 370,000 active; AID 485294;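 further: potency means the concentration at half of the fitted maximal effect; 0% = no-compound wells and -100% = no-enzyme wells; nearly all actives have a fitted effect of over 25% in size; some results filed as inactive show a strong effect at the top dose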
# Target sequence (P00811 whole entry, looked up): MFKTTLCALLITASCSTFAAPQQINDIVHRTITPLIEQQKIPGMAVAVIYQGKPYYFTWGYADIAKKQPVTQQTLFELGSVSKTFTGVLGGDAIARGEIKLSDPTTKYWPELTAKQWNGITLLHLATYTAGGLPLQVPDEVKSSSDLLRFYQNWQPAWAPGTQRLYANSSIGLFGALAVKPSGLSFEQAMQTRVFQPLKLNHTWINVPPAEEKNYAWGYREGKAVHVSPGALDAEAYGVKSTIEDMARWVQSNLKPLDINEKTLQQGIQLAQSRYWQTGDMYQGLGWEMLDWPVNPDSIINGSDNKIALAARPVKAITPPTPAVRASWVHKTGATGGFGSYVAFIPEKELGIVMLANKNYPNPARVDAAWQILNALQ
#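 AmpC (5.3 nM in the dispensed reagent) in 20 mM phosphate pH 7.0 with 0.01% (detergent screen) or 0.0001% Triton X-100 was preincubated with compounds for 15 min at room temperature. Nitrocefin was then added from an 800 uM solution, and hydrolysis was followed at 480 nm.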
# HCMV inh: blocks human cytomegalovirus replication | activity change, negative = inhibition, % at 57.5 µM | HFF cells, HCMV-luciferase reporter, 72 h; hits give low values | AID 1259415 | 4.5% of 410,000 active; in the data active means activity change below about -60%; inconclusive means no clear call, values can overlap the other calls; inactive means above about -39%
#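 Inhibition of viral replication was scored as loss of reporter luminescence in HFFs infected with HCMV-luciferase (MOI 1 PFU/cell) for 72 h; compounds tested at 2 doses, normalized to buffer and Salinomycin controls.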
# HCV inh: HCV inhibition | 3.4% of 340,000 active | Huh7.5.1 HCVcc-Cre infection, luciferase reporter, 44 h | Potency, µM (doses to about 41.8 µM), for inactives: at the highest dose activity change, negative = inhibition, actives largely listed as inhibitors; further: potency means the concentration at half of the fitted maximal effect
#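 Antiviral activity was scored by luciferase reporter output from cells infected with HCVcc-Cre (~0.5 moi) in presence of compound, 44 h infection period, cells seeded 1,000/well 4 h prior.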
# Numbers without * were called inactive; u = inconclusive; x = not tested or not shown; [ ] = dose if it differs, or a comment. Unless noted, the call rests on the fitted dose curve; in most records, active means well fitted curve in the direction sought with a large enough effect; inconclusive means small, poorly fitted or top-dose-only effect, or another doubt; inactive means no such curve, though single readings can be large; an effect the other way counts as inactive or inconclusive. Unless noted, on the % scale 0 is the no-effect control and ±100 the full control effect.
SMILES,Sm TGR inh,FBPA Giardia inh,AMA1-RON2 inh,AmpC inh detg,HCMV inh,HCV inh
COC(=O)CCCN1C(=O)NC(c2ccc(-c3ccccc3)cc2)C(C(=O)OCc2ccccc2)=C1C (centres undefined),x,x,8.7%,x,4.1,u
COc1ccc(N=C2SC(CC(=O)Nc3ccccc3)C(=O)N2Cc2ccco2)cc1 (centres undefined),-15.7%,-8.0%,-12.7%,-2.6%,-25.0,-1.7%
O=C(NCC(=O)N1CCN(C(=O)c2ccco2)CC1)c1cccc(Cl)c1,-0.5%,x,-0.5%,-4.9%,0.0,2.2%
CC1(C)Cc2ccccc2C(NNC(=O)c2ccccc2)=N1,-2.7%,-3.6%,3.2%,3.0%,45.9,-15.4%
COC(=O)C1CCN(C(=O)COc2cc3sc(C)nc3c3sccc23)CC1,-2.2%,-26.4%,-7.0%,u,56.9,u
CCCCC(CC)CNC(=O)CCCCCn1c(=O)[nH]c2ccsc2c1=O (centres undefined),1.8%,x,x,-2.8%,-22.7,x
C=CCn1c(O)c(C(C)=NCc2cc(OC)cc(OC)c2)c(=O)[nH]c1=O,-0.3%,-10.7%,-5.4%,6.0%,86.0,u
COc1ccc(N2CCN(C(=O)CSc3nnc4c(C)cc5ccccc5n34)CC2)cc1,-4.5%,2.9%,-2.6%,-8.2%,-36.0,-7.7%
CCn1c(SCC(=O)N/N=C/c2ccncc2)nc2ccccc21,12.5%,11.0%,-5.0%,-5.9%,-1.4,u
Cc1ccc(C(=O)N/C(=C/c2ccco2)C(=O)NCCc2c[nH]c3ccccc23)cc1C,8.1%,0.1%,-6.4%,1.1%,30.4,-31.5%

# Compound profiles, from the list above. Order of screens: Sm TGR inh, FBPA Giardia inh, AMA1-RON2 inh, AmpC inh detg, HCMV inh, HCV inh
# COc1ccc(N=C2SC(CC(=O)Nc3ccccc3)C(=O)N2Cc2ccco2)cc1 (centres undefined) is entered as -15.7%, -8.0%, -12.7%, -2.6%, -25.0, -1.7%
# COc1ccc(N2CCN(C(=O)CSc3nnc4c(C)cc5ccccc5n34)CC2)cc1 is entered as -4.5%, 2.9%, -2.6%, -8.2%, -36.0, -7.7%
# CC1(C)Cc2ccccc2C(NNC(=O)c2ccccc2)=N1 is entered as -2.7%, -3.6%, 3.2%, 3.0%, 45.9, -15.4%
# COC(=O)CCCN1C(=O)NC(c2ccc(-c3ccccc3)cc2)C(C(=O)OCc2ccccc2)=C1C (centres undefined) is entered as x, x, 8.7%, x, 4.1, u

# Additional structures follow.
SMILES,Sm TGR inh,FBPA Giardia inh,AMA1-RON2 inh,AmpC inh detg,HCMV inh,HCV inh
C=CCNC(=O)C1CCCN(S(=O)(=O)c2ccc(-n3cnnn3)cc2)C1 (centres undefined),18.0%,x,-2.9%,6.6%,93.1,18.3%
Cc1cccc(C(=O)N/C(=C/c2ccco2)C(=O)N2CCCCCC2)c1,u,x,37.9%[activator],2.3%,0.0,9.2%[8.37 µM]
O=C(NNC(=O)c1ccc(S(=O)(=O)N2CCCCC2)cc1)c1ccc(F)cc1,3.3%,6.6%,79.5%[activator],-1.7%,-11.4,4.1%
COc1ccc(/C=C/C(=O)c2ccccc2O)cc1,-1.9%,-3.5%[12.9 µM],-26.7%,-0.6%,x,-9.3%
COc1cc(C(=O)OCC(=O)Nc2cc(C)on2)c([N+](=O)[O-])cc1OC,-9.2%,-12.2%,16.5%,3.1%,-18.6,-17.4%
CC(C(=O)NC1CCCC1)N1C(=O)c2cccc3cccc1c23 (centres undefined),u,u,-4.3%,7.3%,-18.7,-15.6%
N=c1c(C(=O)NC2CCCCC2)cc2c(=O)n3ccccc3nc2n1Cc1ccc(F)cc1,-10.8%,9.0%,-2.3%,-13.3%,31.7,-26.0%
COc1ccc(CC(=O)OCCc2cc3cc(OC)c(OC)cc3c(=O)o2)cc1,7.08µM*,x,0.0%,-6.1%,19.9,18.6%
O=C(O)C1CCCCC1C(=O)Nc1ccc(Cl)cc1 (centres undefined),1.8%,17.4%,-0.3%,4.5%,22.8,-6.0%
Fc1ccc(Br)cc1/C=N/N1CCN(c2ccccc2)CC1,2.1%,7.3%,-29.5%,-14.0%,25.3,-6.8%
N=c1sccn1CC(=O)N1CCc2ccccc21,-25.1%,-0.6%,-12.7%,3.7%,8.5,3.6%
NC(=O)SCC(=O)Nc1ccc(Cl)c(Cl)c1,4.6%,14.3%,3.9%,-18.9%,114.6,-12.6%
Cc1ccnc(NC(=O)C2COc3ccccc3O2)c1 (centres undefined),3.6%,0.8%,7.7%,4.3%,-75.0*,0.4%
O=C(Nc1ccc(F)cc1F)N1CCCCC1c1cccnc1 (centres undefined),2.5%,17.1%,3.3%,u,-1.9,16.1%
CS(=O)(=O)c1ccc2nc(NC(=O)CN3CCC(Cc4ccccc4)CC3)sc2c1,0.8%,-19.4%,16.4%,2.5%,-84.7*,11.4%
CC(C)Oc1ccc(N2CC(C(=O)Nc3ccc4c(c3)OCO4)CC2=O)cc1 (centres undefined),-29.7%,1.0%,2.5%,-15.5%,18.2,-17.5%
O=[N+]([O-])c1ccc(-c2ccc(/C=N/c3c(-c4ccco4)nc4ccccn34)o2)cc1,-5.0%,-21.1%,-18.3%,-13.8%,-10.0,-18.3%
CC(=O)Nc1ccc(NC(=O)CCOc2ccccc2C)cc1,2.3%,x,-9.1%,-1.9%,-12.3,14.8%
Cc1cc(C(F)(F)F)nc2c(Cl)c(C(C)(C)C)nn12,7.6%,1.3%,18.5%,5.7%,-1.9,3.0%
CCOC(=O)C1=C(CN2CCN(C)CC2)NC(=O)NC1c1ccc(F)cc1 (centres undefined),-2.8%,x,x,11.8%,12.5,x

# Some of the entries so far, tab-delimited:
SMILES	Sm TGR inh	FBPA Giardia inh	AMA1-RON2 inh	AmpC inh detg	HCMV inh	HCV inh
O=[N+]([O-])c1ccc(-c2ccc(/C=N/c3c(-c4ccco4)nc4ccccn34)o2)cc1	-5.0%	-21.1%	-18.3%	-13.8%	-10.0	-18.3%
CC(=O)Nc1ccc(NC(=O)CCOc2ccccc2C)cc1	2.3%	x	-9.1%	-1.9%	-12.3	14.8%

# (next part)
SMILES,Sm TGR inh,FBPA Giardia inh,AMA1-RON2 inh,AmpC inh detg,HCMV inh,HCV inh
O=C(CN(C1CCCCC1)S(=O)(=O)c1ccc(Br)cc1)NCc1cccnc1,2.9%,3.2%,1.9%,6.9%,-20.1,25.2%
Cc1cc(S(=O)(=O)N2CCOCC2)ccc1OCC(=O)N1CCC(C)CC1,0.6%,-5.4%,32.9%[activator],u,24.2,14.6%
COc1ccc(S(=O)(=O)N2CCCCC2)cc1Br,6.0%,-3.1%,-9.9%,-12.9%,-7.6,-0.6%
COC(=O)C1CCN(S(=O)(=O)c2cc3c4c(c2)CC(=O)N4CCC3)CC1,10.1%,x,x,3.9%,0.7,x
O=C(CC1SC(N2CCOCC2)=NC1=O)Nc1ccc(F)cc1 (centres undefined),x,x,0.7%,x,38.5,18.7%
CCCN(CCC)C(=O)Cn1c(=O)n(-c2ccc(Cl)cc2)c(=O)c2c3c(sc21)CCCC3,1.9%,x,x,19.4%,-5.3,x
CCCOc1ccc(N2C(=O)CC(NCC#N)C2=O)cc1 (centres undefined),1.1%,7.4%,14.7%,-13.1%,-0.2,2.6%
CC(=O)NS(=O)(=O)c1ccc(NC(=O)c2ccc3c(c2)NC(=O)CS3)cc1,x,x,0.3%,x,9.8,12.9%
CC(C)C[C@H](NC(=O)c1[nH]cnc1C(=O)Nc1ccccc1)C(=O)OC(C)(C)C,-24.1%,u,112.1%[activator],15.4%,-102.4*,-3.4%
COC(=O)CSc1nc(C)c(C)c(C)c1C(N)=O,x,1.2%,2.1%,8.0%,-2.3,0.5%
Cc1ccc(-c2nnc(-c3cccc(NC(=O)c4cccs4)c3)o2)cc1,29.8%,6.2%,-13.6%,u,-4.6,u
COC(=O)c1c(NC(=O)C2CCCCC2)sc2c1CC(C)(C)NC2(C)C,10.6%,20.7%,3.5%,-10.9%,-12.7,-1.4%
CCOC(Cn1cc([N+](=O)[O-])c(=O)[nH]c1=O)OCC,x,x,9.3%,x,-20.3,9.7%
CNC(=O)c1sc(N2N=C3/C(=C\c4ccccc4)CCCC3C2c2ccccc2)nc1C (centres undefined),x,x,2.2%,x,-28.3,u
O=C(CNC(=O)c1cccc([N+](=O)[O-])c1)NC1CCCc2ccccc21 (centres undefined),-14.4%,x,-3.5%,0.1%,-14.9,11.0%
CC(NC(N)=O)C12CC3CC(CC(C3)C1)C2 (centres undefined),1.1%,-0.8%,20.8%,u,49.5,9.4%
COc1ccc(S(=O)(=O)N2CCN(CC(=O)NC3CCCC3)CC2)cc1,3.9%,-18.3%,-4.0%,3.0%,9.1,7.1%
CCN1C(=O)[C@@H]2[C@@H](c3ccc(SC4CCCCC4)c(OC)c3)N3CCCC[C@@]3(C(=O)OC)[C@@H]2C1=O,x,x,0.0%,x,-26.0,18.7%
COc1cccc(-c2[nH]nc3c2C(c2ccc(C)o2)C(C#N)=C(N)O3)c1 (centres undefined),u,-20.9%,-4.6%,u,62.9,6.5%
Cc1[nH]c2ccccc2c1-c1nc(-c2ccc(Cl)cc2)nnc1-c1ccccc1,-8.1%,1.6%,x,-14.1%,x,x
Cc1nnc(SCC(=O)NC(C)(C)C)n1CCc1ccccc1,1.5%,1.1%,0.8%,-2.3%,37.2,9.6%
C#CC(CC)(CC)NC(=O)c1c(C)noc1C,2.4%,1.8%,-4.7%,-10.8%,16.1,-27.3%
Cn1cc(S(=O)(=O)CC(=O)Nc2ccc3c(c2)OCCO3)c2ccccc21,u,-5.6%,-1.6%,3.3%,33.2,-6.4%
CCOC(=O)c1cnn(-c2ccccc2)c1NC(=O)CCl,-33.3%,-0.7%,0.0%,u,-32.9,-2.2%
CCOC(=O)c1ccc(NC(=S)NCCCN2CCCCC2)cc1,-35.1%,-0.1%,-0.4%,-4.0%,7.2,-5.9%
CC(C)NC(=S)Nc1ccc(Oc2ccccc2)cc1,6.5%,8.3%,-7.7%,-3.8%,4.4,-2.1%
CCCCC[C@H]1CN(Cc2ccccc2)C(=O)[C@@H]1CC(=O)NCc1ccccc1,0.0%,-6.8%,2.2%,u,-12.2,-7.0%
Cc1cc(=O)[nH]c(SCC(=O)Nc2ccc(F)cc2)c1C#N,1.8%,10.6%,4.0%,4.0%,-8.8,18.3%
CC(C)(C)c1cc(NCc2ccccn2)n2ncc(-c3ccccc3)c2n1,23.5%,-3.8%,81.7%[activator],3.4%,-6.5,12.6µM*
COc1ccc(CN(C)C(=O)CCl)cc1,22.4µM*,-9.5%,-3.4%,-1.1%,0.5,u
O=C(Cc1c(F)cccc1Cl)N1CCN(C(=O)c2ccco2)CC1,-2.0%,-5.1%,-1.5%,0.2%,-19.8,4.5%
c1csc(-c2nc3c4ccccc4c4ccccc4c3[nH]2)c1,-15.6%,-15.6%,16.9%,-13.3%,-20.6,12.6µM*
Cc1ccc(SCC(=O)NC(=O)c2ccccc2Br)c(C)c1,x,x,10.6%,x,-25.6,6.1%
COc1ccccc1NC(=O)Cn1c(SCC(=O)N(C)c2ccccc2)nc2ccccc21,1.0%,x,x,2.4%,14.0,x
Cc1nc2ncnn2c(C)c1CCC(=O)NCc1cccc(Cl)c1,3.4%,x,x,-2.5%,10.8,x
COc1ccc(NC(=O)c2ccc(NC(=O)c3cccs3)cc2)cc1,1.3%,0.4%,-15.7%,u,-2.1,u
